APEX1 inh – qHTS Assay for Inhibitors of the Human Apurinic/apyrimidinic Endonuclease 1 (APE1). DNA repair nuclease/redox regulator APEX1 (Homo sapiens), P27695. recombinant APE1, TAMRA/BHQ-2 abasic DNA cleavage fluorescence. Potency, µM (titrated, usually from 65.8 µM), inactives show at the highest dose activity change, negative = inhibition, hits mostly inhibitors. 0.35% of 350,000 active;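 also: plate controls were vehicle for no effect and reference inhibitor for full effect; nearly all actives have a fitted effect of over 55% in size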
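Measures dequenching upon AP-site incision of a 5'-TAMRA/3'-BHQ-2 THF-containing duplex, 50 nM; human APE1 0.75 nM after 15 min room-temperature exposure to compound; kinetic three-point read at one-minute spacing.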
G9a block – qHTS Assay for Inhibitors of Histone Lysine Methyltransferase G9a | 8.8% of 350,000 active | AID 504332, 2011 | Histone-lysine N-methyltransferase EHMT2 (Homo sapiens), Q96KQ7 | G9a H3K9 monomethylation, AlphaScreen, 2 h | Potency, µM (top dose mostly 102 µM), for inactives: at the highest dose activity, negative = inhibition, actives largely listed as inhibitors; also: % is scaled to controls: 0 for no effect and ±100 for the full control effect; nearly all actives have a fitted effect of over 75% in size
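Readings reflect AlphaScreen signal from monomethyl-H3K9 antibody detection. HMT at 20 nM; substrate b-H3K9 500 nM; cofactor SAM 20 uM; 2 h RT reaction; compounds tested as titrations in qHTS with 15 min preincubation.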
BLM helicase inh – qHTS Assay for Inhibitors of Bloom's syndrome helicase (BLM); RecQ-like DNA helicase BLM (Homo sapiens), P54132; Potency, µM (titrated, usually from 56.1 µM), for inactives: top-dose activity change, negative = inhibition, usual class: inhibitors; AID 2528, 2010; recombinant BLM DNA unwinding, fluorescence dequenching; 0.2% of 350,000 active;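 also: plate controls were vehicle for no effect and no enzyme for full effect; nearly all actives have a fitted effect of over 35% in size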
Target sequence (P54132 whole entry, looked up): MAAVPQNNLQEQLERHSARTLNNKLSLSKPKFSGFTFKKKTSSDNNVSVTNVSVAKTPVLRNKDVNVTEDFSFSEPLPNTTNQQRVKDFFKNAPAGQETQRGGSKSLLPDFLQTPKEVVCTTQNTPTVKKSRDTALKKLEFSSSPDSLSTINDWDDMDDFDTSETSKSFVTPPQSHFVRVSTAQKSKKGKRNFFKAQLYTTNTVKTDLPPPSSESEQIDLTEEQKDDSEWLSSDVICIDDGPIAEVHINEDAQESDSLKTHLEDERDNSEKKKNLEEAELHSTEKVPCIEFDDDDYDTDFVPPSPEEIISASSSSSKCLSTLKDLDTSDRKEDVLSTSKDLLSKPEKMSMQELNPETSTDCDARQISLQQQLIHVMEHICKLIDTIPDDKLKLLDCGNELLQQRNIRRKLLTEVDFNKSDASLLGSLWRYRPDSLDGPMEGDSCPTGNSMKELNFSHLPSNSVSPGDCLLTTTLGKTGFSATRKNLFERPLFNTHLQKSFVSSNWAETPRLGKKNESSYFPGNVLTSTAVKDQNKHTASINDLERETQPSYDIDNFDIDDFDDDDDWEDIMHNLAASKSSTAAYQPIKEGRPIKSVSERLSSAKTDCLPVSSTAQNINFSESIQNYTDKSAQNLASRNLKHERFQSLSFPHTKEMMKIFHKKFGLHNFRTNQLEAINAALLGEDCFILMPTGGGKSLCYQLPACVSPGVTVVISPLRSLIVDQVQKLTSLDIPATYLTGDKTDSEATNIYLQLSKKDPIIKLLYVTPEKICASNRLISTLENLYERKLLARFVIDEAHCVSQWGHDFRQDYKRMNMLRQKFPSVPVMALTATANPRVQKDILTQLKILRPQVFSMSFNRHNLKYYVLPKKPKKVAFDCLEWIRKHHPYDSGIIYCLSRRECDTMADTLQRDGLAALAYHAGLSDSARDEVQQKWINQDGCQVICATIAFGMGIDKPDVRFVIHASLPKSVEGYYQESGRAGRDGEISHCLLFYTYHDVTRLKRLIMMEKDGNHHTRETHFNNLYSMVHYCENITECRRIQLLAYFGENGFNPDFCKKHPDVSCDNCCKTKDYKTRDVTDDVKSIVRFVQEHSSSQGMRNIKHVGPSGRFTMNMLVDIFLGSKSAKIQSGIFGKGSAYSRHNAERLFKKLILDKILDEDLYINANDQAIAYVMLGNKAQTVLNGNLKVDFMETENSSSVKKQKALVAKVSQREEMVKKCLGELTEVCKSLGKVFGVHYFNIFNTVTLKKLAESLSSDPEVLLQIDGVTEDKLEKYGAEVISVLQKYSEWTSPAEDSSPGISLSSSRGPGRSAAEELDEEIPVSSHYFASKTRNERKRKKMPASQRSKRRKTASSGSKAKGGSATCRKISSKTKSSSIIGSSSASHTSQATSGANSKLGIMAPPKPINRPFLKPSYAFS
JMJD2A Tudor – qHTS Assay for Inhibitors of JMJD2A-Tudor Domain | Lysine-specific demethylase 4A (Homo sapiens), O75164 | AlphaScreen JMJD2A-Tudor / H3K4me3 peptide binding | Potency, µM (top dose mostly 114 µM), inactives show at the top dose activity change, negative = inhibition, usual class: inhibitors | 4.4% of 390,000 active; also: % is scaled to controls: 0 for no effect and ±100 for the full control effect; nearly all actives have a fitted effect of over 50% in size
POLK inh – qHTS for Inhibitors of Polymerase Kappa. Potency, µM (titrated, usually from 107 µM), for inactives: top-dose activity, negative = inhibition, most hits filed as inhibitors. purified Pol kappa, fluorescent DNA synthesis assay, 10 min. AID 588579, 2011. 0.53% of 400,000 active. DNA polymerase kappa (Homo sapiens), Q9UBT6; also: % is scaled to controls: 0 for no effect and ±100 for the full control effect
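Fluorescent qHTS in 1536-well format: enzyme (10 nM) and compound sat 15 min at room temperature before 50 nM substrate (final) was added. Signal taken at 0 and 10 min; no-enzyme buffer wells were negative controls.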
BAZ2B block – qHTS Assay for Inhibitors of BAZ2B | AlphaScreen BAZ2B-H3K14Ac peptide displacement | Potency, µM (highest dose often 114 µM), inactives show at the top dose activity change, negative = inhibition, most hits filed as inhibitors | 4.4% of 360,000 active | AID 504333, 2011; also: % is scaled to controls: 0 for no effect and ±100 for the full control effect; nearly all actives have a fitted effect of over 60% in size
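AlphaScreen displacement of biotin-H3(5-23)K14Ac peptide (50 nM final) from BAZ2B (50 nM final) in PBS pH 7.4, 0.01% Tween-20; complex preformed 30 min RT, then compounds (top 110 uM) 30 min RT, beads 20 min dark.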
Pol beta inh – qHTS Assay for Inhibitors of DNA Polymerase Beta | Pol beta primer extension/strand displacement, fluorescence kinetic | Potency, µM (titrated, usually from 114 µM), for inactives: at the top dose activity change, negative = inhibition, most hits filed as inhibitors | 1.3% of 340,000 active | AID 485314, 2010; also: % is scaled to controls: 0 for no effect and ±100 for the full control effect
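Preincubation: enzyme (10 nM) with compound, 15 min, RT. Reaction: substrate added to 50 nM final. Reads: 0 and 10 min. Analysis: normalized, Hill fit.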
Pol iota inh – qHTS for Inhibitors of Polymerase Iota. DNA polymerase iota (Homo sapiens), Q9UNA4. Pol iota fluorescent replication assay, 10 min. Potency, µM (top dose mostly 115 µM), without a hit: top-dose activity, negative = inhibition, hits mostly inhibitors. AID 588590, 2011. 1% of 390,000 active
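Fluorescent replication assay read twice, at 0 min and 10 min after adding 50 nM (final) substrate. Enzyme (10 nM) and compounds were first incubated 15 min at room temperature; enzyme-free buffer wells were negative controls.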
POLH inh – qHTS for Inhibitors of Polymerase Eta. DNA polymerase eta (Homo sapiens), Q9Y253. recombinant Pol eta, fluorescent DNA replication assay. Potency, µM (top dose mostly 114 µM), without a hit: top-dose activity change, negative = inhibition, hits mostly inhibitors. 1.2% of 390,000 active. AID 588591, 2011; also: % is scaled to controls: 0 for no effect and ±100 for the full control effect
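Fluorescent replication assay: 50 nM final substrate added after a 15 min room-temperature compound preincubation with 10 nM enzyme. Signal taken at 0 min and again at 10 min.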
Active calls of the source: *; ? = inconclusive; . = no result given; [ ] = dose if it differs, or a comment. Calls follow the shape of the dose curve; as a rule, active = well fitted curve in the direction sought with a large enough effect; inconclusive = small, poorly fitted or top-dose-only effect, or another doubt; inactive = no such curve, though single readings can be large; an effect the other way counts as inactive or inconclusive. Potency is read from the fitted curve at half-maximal effect.

SMILES	APEX1 inh	G9a block	BLM helicase inh	JMJD2A Tudor	POLK inh	BAZ2B block	Pol beta inh	Pol iota inh	POLH inh
CCn1nc(C(=O)Nc2ccc(S(=O)(=O)Nc3ncccn3)cc2)c2ccccc2c1=O	3%	-8%	-4%	-1%	2%	-6%	-12%	118%[activator]	-14%
CCc1cccc(C)c1NC(=O)C(NS(=O)(=O)c1ccc2c(c1)CCC(=O)N2)c1ccccc1 (stereo not given)	.	-3%[59 µM]	-7%	-9%	-4%	-6%	-1%	-24%	-5%
Cc1cccn2c(=O)c(C=C(C#N)C#N)c(N3CCN(c4ccccc4)CC3)nc12	-25%	?	-4%	?	1%	?	-26%	128%[activator]	-16%
NC(=O)c1ccc(NC(=O)COc2cccc3ccccc23)cc1	8%	60%[activator]	-4%	2%	13%	3%	-3%	-1%	-11%
COCCn1c(SCC(=O)c2c(-c3ccccc3)n(C)c3ccccc23)nnc1-c1ccncc1	12%	10%[59 µM]	4%	-7%	-2%	-33%	12%	5%	-7%
COc1ccc(CCNC(=O)CSc2ccc(-c3ccco3)nn2)cc1	?	-51%	-18%	-26%	-24%	?	?	31%[activator]	-14%
COCCCN1C(=O)c2[nH]nc(-c3cc(C)cc(C)c3O)c2C1c1ccc(O)c(OC)c1 (stereo not given)	-2%	45µM*	-5%	-35%	-21%	-10%	-3%	-9%	-9%
O=C(NC(=S)Nc1ccc(S(=O)(=O)Nc2nccs2)cc1)c1cccnc1	3%	45µM*	-4%	-17%	1%	?	5%	66%[activator]	-17%
CCN(CC)C(=O)CS(=O)CC(=O)Nc1cc(OCCOC)c(Cl)cc1Cl (stereo not given)	19%	.	-1%	-9%	-6%	-2%	1%	2%	-6%
Cc1ccc(Cl)cc1N1CCN(C(=O)CCC(=O)O)CC1	-1%	6%	2%	-9%	2%	-12%	8%	39%[activator]	1%
COc1ccc(S(=O)(=O)N2CCOCC2)cc1NC(=O)COc1ccc2ccc(=O)oc2c1	0%	.	.	-2%	-12%	.	.	?	3%
CCc1ccc(OCCOCC(O)CNC2CCCC2)cc1 (stereo not given)	2%	7%	2%	-1%	-18%	1%	12%	89%[activator]	-12%
CCc1ccc(C2N3CC4([N+](=O)[O-])CN2CC([N+](=O)[O-])(C3)C4(C)C)cc1 (stereo not given)	3%	18%[59 µM]	2%	-17%	11%	-7%	30%	7%	-17%
COCCNC(=S)N1CCOCC1	2%	-8%[59 µM]	7%	-6%	4%	10%	31%	22%	-3%
O=C(NCCCN1CCN(c2ccc(F)cc2)CC1)Nc1ccccc1Cl	.	?	6%	-20%	-3%	?	16%	-13%	-7%
Cc1cc(/C=C2\C(=N)N3N=C(C(C)C)SC3=NC2=O)c(C)n1-c1ccccc1	3%	-37%	-5%	-6%	0%	3%	1%	16%	-14%
O=C(CCN1CCCC1=O)NC1CCCc2c1cnn2-c1ccc(F)cc1F (stereo not given)	49%[activator]	-2%	-7%	-11%	2%	-14%	16%	25%	-6%
CCN1CCc2c(OCC(=O)N3CCC(C)CC3)cccc2C1=O	-2%	-24%	-2%	-22%	5%	-3%	24%	12%	-16%
O=C(CNc1cccc(S(=O)(=O)N2CCCC2)c1)Nc1ccc(C(F)(F)F)cc1	24%	-14%	.	-18%	-11%	8%	.	33%[activator]	-15%
Cc1nnc(-c2cnn(-c3ccccc3)c2N)n1Cc1cccc(C(F)(F)F)c1	0%	104%[activator][59 µM]	2%	-16%	-9%	-37%[57.1 µM]	1%	2%	1%
Cc1oc(-c2ccc(Cl)cc2)nc1CS(=O)CC(=O)NCc1ccccc1 (stereo not given)	-4%	-12%	0%	2%	-12%	0%	-9%	46%[activator]	-18%
COc1ccc(-c2cc(-c3cccs3)nc3sc(C#N)c(N)c23)cc1	4%	67%[activator][59 µM]	-26%	79%[activator]	-6%	116%[activator]	-25%	1%	-7%
Cc1cc(C)nc(/N=C(\N)N2CCc3ccccc32)n1	-7%	?	-5%	-18%	-4%	-24%	16%	51%[activator]	-18%
COc1ccc(C(=O)N2CCC3(CC2)CN(C(=O)Nc2cccc(C#N)c2)C3)cc1	3%	-25%[12.7 µM]	0%	.	-10%[60.1 µM]	.	.	.	.
C=CCOc1ccc(Oc2cc(C)nc(SC)n2)nn1	0%	17%[59 µM]	1%	-12%	-8%	0%	3%	8%	-13%

Sorted by number of heavy atoms (rising): some entries from above.
SMILES	APEX1 inh	G9a block	BLM helicase inh	JMJD2A Tudor	POLK inh	BAZ2B block	Pol beta inh	Pol iota inh	POLH inh
COc1ccc(CCNC(=O)CSc2ccc(-c3ccco3)nn2)cc1	?	-51%	-18%	-26%	-24%	?	?	31%[activator]	-14%
CCN(CC)C(=O)CS(=O)CC(=O)Nc1cc(OCCOC)c(Cl)cc1Cl (stereo not given)	19%	.	-1%	-9%	-6%	-2%	1%	2%	-6%
Cc1cccn2c(=O)c(C=C(C#N)C#N)c(N3CCN(c4ccccc4)CC3)nc12	-25%	?	-4%	?	1%	?	-26%	128%[activator]	-16%

Copied from the list:
CCN1CCc2c(OCC(=O)N3CCC(C)CC3)cccc2C1=O in APEX1 inh → -2%
COCCNC(=S)N1CCOCC1 in POLK inh → 4%
CCc1ccc(C2N3CC4([N+](=O)[O-])CN2CC([N+](=O)[O-])(C3)C4(C)C)cc1 (stereo not given) in APEX1 inh → 3%

Next part:
SMILES	APEX1 inh	G9a block	BLM helicase inh	JMJD2A Tudor	POLK inh	BAZ2B block	Pol beta inh	Pol iota inh	POLH inh
O=C(OCCN1CCCCC1)c1cccc(F)c1	4%	?	2%	-16%	8%	-17%	-19%	15%	-12%
CCSc1ncnc2c1oc1ccccc12	4%	95%[activator]	0%	32%	-5%	31%	31%	14%	-6%
COc1cc(OC)cc(C(=O)Nc2ccc3c(c2)COC3=O)c1	-1%	22%[59 µM]	1%	-10%	-5%	-3%	-4%	26%	-11%
COc1ccc(OC(=O)CCN2C(=O)C3C4C=CC(C4)C3C2=O)cc1 (stereo not given)	10%	.	0%	-11%	-5%	-1%	2%	100%[activator]	-14%
CC(C)CC(=O)NC1(C(F)(F)F)C(=O)Nc2c1c(=O)n(C)c(=O)n2C (stereo not given)	-5%	4%[59 µM]	-1%	-7%	-12%	8%	1%	-7%	-20%
NC(=O)C1CCN(Cc2nc3c(Br)cc(Br)cc3c(=O)[nH]2)CC1	-6%	24%	-1%	3.2µM*	1%	-12%	1%	250%[activator]	-11%
c1ccc(Nc2scc(-c3ccccc3)[n+]2Cc2ccco2)cc1	-6%	16µM*	-7%	?	9%	.	-25%	-13%	-12%
COC(=O)c1sc(NC(=O)c2ccco2)c(C#N)c1C	6%	35µM*	-2%	-13%	-2%	-25%	38%	-3%	-4%
Cc1c(C(=O)NCC2CCCO2)oc2ccc(S(=O)(=O)N3CCCCC3)cc12 (stereo not given)	14%	?	5%	-21%	-16%	-4%	-17%	-12%	-3%
Fc1cccc2sc(Nc3nc4c(F)cccc4s3)nc12	-10%	28%[59 µM]	5%	-10%	0%	-5%	21%	-8%	-7%
COc1ccc(C2C(=O)N(C3CCCCC3)CC(=O)N2CC2COc3ccccc3O2)cc1 (stereo not given)	10%	.	0%	-10%	-5%	-5%	37%	-1%	-5%
COc1ccc(NC(=O)C2CCCN2C(=O)NCc2ccccc2)cc1 (stereo not given)	-6%	-4%[12.7 µM]	-2%	14µM*	0%	3%	-1%	-16%	-5%
Cc1cc(C)cc(NC(=O)Cc2ccc(S(=O)(=O)N3CCCC3)s2)c1	-10%	18%[12.7 µM]	.	-16%	-24%	-2%	.	-16%	1%
Cc1c(C(=O)N2CCCC2)sc(NC(=O)c2ccc(Cl)cc2)c1C#N	-5%	7%[59 µM]	4%	-14%	2%	2%	59%	0%	5%
C=C(C)c1sc(-c2ccc(Cl)cc2)nc1C	.	.	.	57%[activator]	3%	.	.	20%	-12%
COc1cc(/C=C/C(=O)N2CCN(c3n[nH]c(=O)[nH]c3=O)CC2)cc(OC)c1OC	-4%	25%[59 µM]	-1%	-7%	-11%	-12%	-4%	104%[activator]	-2%
CC(C)(C)c1ccc(C(=O)C2CCCN(C(=O)CCn3cncn3)C2)cc1 (stereo not given)	-9%	33%	-4%	-20%	-16%	-3%	7%	20%	-14%
COC(=O)CS(=O)(=O)c1cccc2cccnc12	5%	12%	2%	-24%	2%[60.1 µM]	-6%	1%	39%[activator]	-18%
CCc1ccc(OCC(=O)OC(C)C(=O)NC2CC2)cc1 (stereo not given)	32%	39%	-5%	-6%	9%	-13%	3%	8%	-4%
CC12CCC(c3c1nc1ccccc1[n+]3[O-])C2(C)C (stereo not given)	2%	10%[59 µM]	-2%	45µM*	0%	4%	27%	107%[activator]	-10%
O=C(Nc1ccc(Cl)cc1)N1CCN(c2ccc3nnc(-c4ccccc4)n3n2)CC1	.	2%[59 µM]	-6%	-13%	8%	-3%	0%	8%	-11%
Cc1ccccc1CS(=O)(=O)Cc1ccc(C(=O)NC2CCCC2)o1	19%	35%[59 µM]	-2%	-17%	-4%	-4%	40%[activator]	-9%	5%
CCC(C(=O)OC)n1c(-c2ccccc2)nc2ccccc2c1=O (stereo not given)	-2%	.	-9%	101%[activator]	-8%	31%	-3%	-20%	-12%
CC(=O)Nc1ccc(C=NNC(=O)C2CC2)cc1	.	.	.	-12%	4%	.	.	33%[activator]	-18%
N#CC1C(=O)NC(c2ccccc2)=CC1c1ccccc1 (stereo not given)	.	.	.	-19%	-4%	.	.	28%	-18%
S=C(Nc1ccc2c(c1)OCO2)N1CCN(Cc2ccco2)CC1	10%	0%	-5%	-15%	-13%	-17%	-11%	?	-5%
CCN(CC)C(=O)CCCC(=O)N(CC)CC	-10%	5%	-4%	-2%	2%	-8%	9%	66%[activator]	-13%

Some of the compounds tested; the hit share may differ from the screen's.
